Bioassay records from PubChem.
BoNT A protease = BoNT A light chain protease inhibition; multiplex microsphere protease substrate cleavage, flow cytometry; inhibition, % at 10 µM; hit rate 0.17% among 360,000; further: plate controls were buffer without enzyme for full effect and enzyme alone for no effect
BH1578 lux ind = quorum light induction in luxS cqsA deficient V. cholerae. activation, % at 18.7 µM. V. cholerae BH1578 lux reporter, luminescence, 6 h. hit rate 0.16% among 350,000. AID 588436; in the data active means activation mostly above about 9.7%, no sharp cut-off; inconclusive means no clear call, values can overlap the other calls; inactive means mostly below about 3.7%; further: not every result past the cut was called active; inactives centre near 0; reference of the scale not given here
Anthrax LF prot = blocks Bacillus anthracis lethal factor protease. P15917. multiplex microsphere protease cleavage assay, LF. inhibition, % at 10 µM. hit rate 0.12% among 360,000; further: plate controls were buffer without enzyme for full effect and enzyme alone for no effect
PfHsp40 yeast = restores yeast growth despite PfHsp40 toxicity. hit rate 0.68% among 340,000. S. cerevisiae expressing PfHsp40, growth rescue, ATP luminescence. growth rescue, % at 12.5 µM; in the data active means growth rescue above about 28%, passing the limit was not always enough; inconclusive means no clear call, values can overlap the other calls;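 further: yeast W303a lacking pdr1 and pdr3 grown in galactose medium; growth measured after three days at 30 °C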
SARS 3CLpro inh = SARS-CoV 3CLpro protease inhibition; recombinant SARS-CoV 3CLpro, quenched FRET peptide cleavage; inhibition, % at 6 µM; hit rate 0.14% among 290,000; AID 1706; in the data active means inhibition above about 12%
TcdB inh = blocks C. difficile toxin B glycohydrolase activity; TcdB glycohydrolase enzymatic assay, plate reader; P18177; inhibition, % at 9.99 µM; hit rate 0.24% among 350,000; in the data active means inhibition above about 10%
PriA SSB inh = inhibitors of Klebsiella pneumoniae PriA binding to SSB C-terminal tail; inhibition, % at 33 µM; AlphaScreen SSBct-PriA binding, biotinylated peptide; hit rate 0.6% among 430,000; in the data active means inhibition mostly above about 37%, no sharp cut-off; inactive means mostly below about 20%;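 further: plate controls were negative control peptide for no effect and reference peptide for full effect; strong numbers were not always called active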
Yp Topo-I inh = blocks Yersinia pestis topoisomerase I activity | activity, % at 10 µM | hit rate 0.064% among 360,000 | AID 504884 | Y. pestis Topo-I cleavage product accumulation, plate reader; in the data active means activity above about 50%, passing the limit was not always enough; inconclusive means no clear call, values can overlap the other calls; further: inactives centre near 2
PrPC surface inh = inhibitors of human cell surface prion protein PrPC. TR-FRET read-out. inhibition, % at 13.8 µM. hit rate 0.43% among 370,000. AID 720596; in the data active means inhibition above about 24%; further: 0% = median of the test wells and 100% = reference compound wells
Numbers without * were called inactive; i = inactive; ? = inconclusive; . = not tested or not shown; & = joins results of further samples. Unless noted, no stated cut-off is given here; in the data, active means inhibition above about 30%; inconclusive means no clear call, values can overlap the other calls; inactive means below that. This is a subset; count on the stated rates, not on these rows.

SMILES	BoNT A protease	BH1578 lux ind	Anthrax LF prot	PfHsp40 yeast	SARS 3CLpro inh	TcdB inh	PriA SSB inh	Yp Topo-I inh	PrPC surface inh
Cc1ccc(Cn2c(=O)n(Cc3ccco3)c(=O)c3ccccc32)cc1	-0.2	-3.6	2	-0.8	-2	.	-20	1	-3
CCc1nc2c(OCc3ccc(F)c(F)c3)cccn2c1N(C)C(=O)CC(C)C	-0.4	i	3	.	.	1.1	.	13	13
O=C(Nc1ccsc1C(=O)O)c1cccc(C(F)(F)F)c1	-0.1	i	-12	-1.2	4	3.6	-7	8	-3
COc1ccc2nc(C)c(C(N)=O)cc2c1	-0.5	i	1	-0.5	3	1.7	-2	5	-3
O=C(C1CC1)N1CCc2cc(S(=O)(=O)N3CCCc4ccccc43)ccc21	0.1	i	-2	0.1	3	.	-4	-5	1
C=CCN1C(=O)CSc2ccc(C(=O)NC(C)c3ccccc3)cc21 (stereo unspecified)	-0.8	i	1	11	-3	1.2	-5	-1	3
CN(NS(=O)(=O)c1cccs1)c1ncc(C(F)(F)F)cc1Cl	-2.1	-0.4	-4	0.9	2	0.8	-10	2	5
COCC1CCN(C(=O)C2CCC(=O)N(Cc3cccc(F)c3)C2)CC1 (stereo unspecified)	-0.9	i	-1	0.0	1	2.4	-11	-4	5
CCOC(=O)C1CCCN(CCCc2ccccc2)C1 (stereo unspecified)	0.4&-1.5	-0.2&-0.7	3&-4	-1.1&-0.6	1&-2	0.6&3.1	-8	5&7	-6
COc1ccc2c3c(c(=O)oc2c1OCC(=O)O)CCCC3	-0.2	-0.2	-1	-1.0	-1	-0.1	-14	-3	3
CCN(CC(=O)Nc1c(F)cccc1F)C(=O)Cn1c(=O)cnc2ccccc21	-0.2	0.0	0	0.6	.	1.7	-8	2	-6
O=C1C(Cc2ccccc2)Nc2ncnc(N3CCOCC3)c2N1Cc1ccccc1 (stereo unspecified)	-0.2&0.2	1.2	1&11	-1.4	.	-0.3&-0.8	5	2	1&-10
COc1cc(C2NC(=O)NC(C)=C2C(=O)NCc2ccccc2)c(Cl)cc1O (stereo unspecified)	-0.2	-1.8	0	-2.7	1	.	6	-9	9
C=CCNC(=O)N1c2ccccc2Sc2ccccc21	4.4	-0.8	-7	57*	2	1.4	22	1	8
CCC(C)C(NC(=O)c1ccccc1NC(=O)c1ccc(OC)cc1)C(=O)NCCCn1ccnc1 (stereo unspecified)	0.1	-0.6	-3	0.7	5	1.4	3	-1	0
Cc1cc(C)n(-c2nnc(NC(C)(C)C)nn2)n1	1.1	-0.2	-2	-0.7	-1	.	-19	-4	-2
CC(OC(=O)c1cnccn1)C(=O)Nc1nc(-c2cccc([N+](=O)[O-])c2)cs1 (stereo unspecified)	3.9	-0.6	3	0.5	.	2.0	6	-12	-32
CCOC(=O)c1[nH]c(C)c(CCC(=O)O)c1C	-0.4&-0.1	-0.6&-0.3	-3&-8	-1.1&2.0	0&5	.	6	11&14	0&-3
Cc1ccc(NC(=O)CSc2ccc(C(N)=O)cc2[N+](=O)[O-])cc1	-0.6	12	4	0.6	-1	-0.6	6	2	-16
COc1cc(CC(=O)N2CCN(S(=O)(=O)c3ccc(C(C)C)cc3)CC2)cc(OC)c1OC	-0.3	0.2	0	.	.	1.7	.	38	-3
O=C(Nc1ncccn1)c1cccc(F)c1	2.6	-0.6	8	8.5	-8	-0.7	-16	-4	1
CCOC(=O)c1cc2c(C)n(-c3ccc(OCC)cc3)c(C)c2ccc1=O	.	-0.2	.	0.3	7	.	7	24	-7
Cc1cccc(NS(=O)(=O)c2nnc(NC(=O)C3CCCCC3)s2)c1	0.0	-0.2	-4	0.4	6	0.7	-4	13	-4
CC1(c2ccccc2)O[C@@H]2C[C@H]3[C@@H]4CCC5=CC(=O)C=C[C@]5(C)[C@@]4(F)[C@@H](O)C[C@]3(C)[C@]2(C(=O)CO)O1 (stereo partly specified)	-0.6	-0.3	-4	0.7	-3	2.1	5	7	-4
COCCN=C1Sc2nc3cc4c(cc3cc2CN1CC1CCCO1)OCO4 (stereo unspecified)	-0.3	-0.3	1	-0.1	-4	1.4	5	11	2
(further entries)
SMILES	BoNT A protease	BH1578 lux ind	Anthrax LF prot	PfHsp40 yeast	SARS 3CLpro inh	TcdB inh	PriA SSB inh	Yp Topo-I inh	PrPC surface inh
O=C(O)CCC(=O)CCC(=O)c1ccc(Cl)cc1	0.4	i	3	-1.1	2	.	-6	4	7
COc1ccc(CN2C(=O)CS/C2=N/N=C/c2ccccc2)cc1	0.2	i	-7	.	3	-0.9	.	6	-3
CCOc1ccccc1C(=O)Nc1cc(C(=O)NCCc2ccccc2)ccc1Cl	1.8	-1.5	4	-0.6	-1	.	0	3	-1
C=CCNc1nc2ccccc2nc1NS(=O)(=O)c1cccs1	-0.5	17	-7	0.2	0	.	-3	1	9
CC1C(=O)OC2C1CCC1(C)C3(C)C(=O)C=CC213 (stereo unspecified)	-0.8	-0.3	-8	.	.	1.6	.	1	-4
O=S(=O)(c1cccc(S(=O)(=O)N2CCC(Cc3ccccc3)CC2)c1)N1CCOCC1	1.3	14	3	2.2	-5	.	-13	6	11
CCN(CC)S(=O)(=O)c1ccc(N2CCOCC2)c(NC(=O)c2ccc(=O)n(C)n2)c1	-0.4	-0.2	-4	1.8	.	1.1	3	-1	3
COc1ccc(C(=O)COc2ccccc2C(N)=O)cc1	-1.0	-0.2	-1	-1.1	-6	0.5	4	3	8
O=C(C1CCCCC1)N1CCN(c2ncccn2)CC1	-0.4	0.5	-1	1.0	-3	.	-12	0	-4
O=C1C2CC=CCC2C(=O)N1CC1CCCO1 (stereo unspecified)	0.1	i	1	1.5	-3	.	-4	3	0
OCc1c[nH]c2ccccc12	1.8	-2.8	-3	1.0	.	0.9	3	-11	8
CCOc1ccccc1Oc1cn[nH]c1-c1ccc(O)cc1O	-1.8	-0.5	4	3.9	1	-0.5	15	-10	5
O=C(c1ccc(NC2=NC3CS(=O)(=O)CC3S2)cc1)N1CCN(Cc2ccccc2)CC1 (stereo unspecified)	0.0	-1.1	-3	-0.3	2	-7.2	0	-1	6
CCn1c(=O)c([N+](=O)[O-])c(NCC(O)c2ccccc2)c2ccccc21 (stereo unspecified)	0.1	0.0	2	2.8	4	.	-4&-16	3	-5
Cc1ccccc1OCc1nnc(SCC(=O)O)n1-c1cccc(Cl)c1	0.5	2.3	-12	0.6	1	-0.3	-4	17	-1
COCCNC(=O)C1CC(c2cccc([N+](=O)[O-])c2)=NO1 (stereo unspecified)	0.1	-0.3	-12	0.3	1	0.9	13	-4	-10
Cn1nccc1C(=O)Nc1ccn(C23CC4CC(CC(C4)C2)C3)n1	-0.7	-0.3	-1	-1.3	2	.	-6	1	19
COC(=O)CNc1ccc2c(c1)OCO2	-1.0	0.6	1	-0.6	-3	.	25	-8	7
N#Cc1ccccc1CN1C(=O)NC2(CCCCCC2)C1=O	3.8	-0.5	-4	1.2	3	-3.2	-16	-8	13
COc1ccc(NC(=O)C2CSC3c4ccccc4C(=O)N23)cc1 (stereo unspecified)	0.8	4.2	-7	-0.6	0	.	11	6	-2
COc1ccc(CN2CCN(CCC(C)C)C(CCO)C2)cc1Cn1cccn1 (stereo unspecified)	0.3	2.0	3	-0.1	2	-2.2	-4	4	4
CCCOC(=O)NC(CC)COC(=O)Nc1cc(C)ccc1C (stereo unspecified)	0.5	i	0	0.1	4	.	-18	2	-1
CCOc1ccc(N(CC(=O)NC2CCCC2)C(=O)Cn2nnc(-c3ccc(C)o3)n2)cc1	-0.8	-0.3	-7	1.0	0	-0.6	-9	6	5
O=C(O)c1cccc2c1C(=O)N(c1ccccc1)C2	-1.0	1.0	-9	-0.5	-2	-0.8	-12	3	3
O=C(C1CCN(Cc2cc(Cl)ccc2O)CC1)N1CCN(Cc2ccccc2)CC1	-0.6	-0.3	-16	-1.3	-8	.	-1	23	-8
The listing continues:
SMILES	BoNT A protease	BH1578 lux ind	Anthrax LF prot	PfHsp40 yeast	SARS 3CLpro inh	TcdB inh	PriA SSB inh	Yp Topo-I inh	PrPC surface inh
Cc1cc(C)c2cc(C(O)c3nnnn3Cc3ccccc3)c(=O)[nH]c2c1 (stereo unspecified)	3.8	-1.0	1	1.7	-7	.	6	11	5
OC(c1ccccc1)c1ncc(-c2cccc(F)c2)[nH]1 (stereo unspecified)	-0.2	i	0	.	.	1.3	.	4	-3
CC1=CS/C(=C(/C#N)C(=O)N2CCCCC2)N1c1ccccc1	0.0	.	1	-0.5	-1	.	-2	4	-3
COc1ccc(-n2nc(C(=O)NCC(=O)Nc3ccc(F)cc3)c3ccccc3c2=O)cc1	-0.2	-0.8	6	-0.3	7	1.1	-5	-7	5
CCOC(=O)C1=C(COC(=O)CSc2ccc(C)cc2C)NC(=O)NC1C (stereo unspecified)	-1.2	-0.5	0	-1.7	.	0.0	0	7	-3
Cc1ccc(Cn2ccc(=O)c(Cc3c(Cl)cccc3Cl)c2C)cc1	0.0	i	1	0.9	6	.	-16	19	5
O=C(c1ccc(F)c(F)c1)N1CCC2(CC1)NCCc1[nH]cnc12	0.8	i	-1	-0.7	-1	-8.0	6	-8	-5
C=CC[n+]1cccc(-c2cc3ccc(C)cc3[nH]2)c1	3.0	-0.6	2	-0.8	-1	-0.7	-6	-2	-29
COc1cc(-c2c(-c3ccsc3)sc3ccccc23)cc(OC)c1OC	0.2	1.2	4	-0.2	.	0.4	-16	23	3
COc1ccc(NC(=O)c2cc3c(CO)cnc(C)c3oc2=Nc2cccc(C)c2)c(OC)c1	-4.0	20*	7	-2.3	-2	0.7	-6	-2	-4
COc1ccc(/C=C/C(=O)N2CCC(C(N)=O)CC2)cc1S(=O)(=O)N1CCOCC1	0.5	-0.4	-4	1.6	2	-0.6	8	-1	6
Cc1cccc(NC(=O)CNC(=O)c2sc3ccccc3c2Cl)n1	?	0.0	?	-1.1	.	1.0	-16	9	2
Cc1c(C(=O)NC(C)C2CC3CCC2C3)cccc1[N+](=O)[O-] (stereo unspecified)	-2.8	i	-11	1.2	5	1.0	-3	4	-4
CCOc1ccc(C(=O)NCCN(C)C)cc1	0.7	-0.3	-1	1.0	0	.	-9	-10	-2
CCCn1c(SCC(=O)OCC)nc(C(F)(F)F)cc1=O	-0.4	-0.3	-3	0.9	-3	0.6	-2	-1	8
COCc1cc(C)nc(Nc2ccc(C)cc2C)c1C#N	-1.2	i	-6	-0.8	3	.	-2	0	3
NC(=O)C1CCN(Cc2nc(-c3cccs3)no2)CC1	-7.5	i	-19	-1.7	1	1.4	0	-3	-4
CC[C@]12C=CCN3CCC4(c5cc(Br)c(OC)cc5N(C)C4[C@@](O)(C(=O)OC)[C@@H]1OC(C)=O)C32 (stereo partly specified)	-0.5	-1.6	7	1.0&0.5	-2	1.3	-1	8	3
O=C(COc1ccc(Br)cc1Cl)NCCCN1CCOCC1	3.5	-0.8	-2	-0.9	-4	0.0	-3	7	1
Cc1ccc(Cn2c(S(=O)(=O)O)nc3ccccc32)cc1	0.3	3.4	1	2.5	7	.	-10	2	5
Cc1cc(C)n2nc(CCCO)nc2n1	-0.4	-0.9	-5	1.6	0	1.2	-11	3	-2

Looked up by structure from above, 2 records:
SMILES	BoNT A protease	BH1578 lux ind	Anthrax LF prot	PfHsp40 yeast	SARS 3CLpro inh	TcdB inh	PriA SSB inh	Yp Topo-I inh	PrPC surface inh
CC[C@]12C=CCN3CCC4(c5cc(Br)c(OC)cc5N(C)C4[C@@](O)(C(=O)OC)[C@@H]1OC(C)=O)C32 (stereo partly specified)	-0.5	-1.6	7	1.0&0.5	-2	1.3	-1	8	3
Cc1cccc(NS(=O)(=O)c2nnc(NC(=O)C3CCCCC3)s2)c1	0.0	-0.2	-4	0.4	6	0.7	-4	13	-4

In another format: 3 of the compounds above.
canonical_smiles | BoNT A protease | BH1578 lux ind | Anthrax LF prot | PfHsp40 yeast | SARS 3CLpro inh | TcdB inh | PriA SSB inh | Yp Topo-I inh | PrPC surface inh
O=C(COc1ccc(Br)cc1Cl)NCCCN1CCOCC1 | 3.5 | -0.8 | -2 | -0.9 | -4 | 0.0 | -3 | 7 | 1
Cc1ccc(Cn2ccc(=O)c(Cc3c(Cl)cccc3Cl)c2C)cc1 | 0.0 | i | 1 | 0.9 | 6 | . | -16 | 19 | 5
COc1ccc(-n2nc(C(=O)NCC(=O)Nc3ccc(F)cc3)c3ccccc3c2=O)cc1 | -0.2 | -0.8 | 6 | -0.3 | 7 | 1.1 | -5 | -7 | 5
